High-throughput results deposited in PubChem BioAssay by several laboratories.
RGS4 act – potentiators or activators of RGS4; HEK293 M3R/inducible RGS4, carbachol calcium flux Fluo4; active compounds read low; B-score at 10 µM; actives 0.92% (n = 310,000); AID 463111;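 active means B-score of the integrated calcium signal more than 4 SD below the library mean, with starting fluorescence not abnormally high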;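 further: negative B-score means reduced calcium response which marks RGS4 activation or potentiation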
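Assay system: HEK293 FlpIn-TREx cells, stable M3R, doxycycline-inducible RGS4 / Probe or stimulus: carbachol, ECmax concentration / Times: overnight RGS4 induction, 30 min dye load 37 °C, 20 min compound RT / Signal: kinetic calcium fluorescence imaging with Fluo4-AM dye, 2 µM / Measure: Agonist-evoked peak-minus-minimum fluorescence over baseline, integrated ratio, B score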
RGS4 inh – inhibitors of human RGS4 | P49798 | HEK293 M3R/RGS4 inducible, Fluo-4 calcium flux; active compounds read high; triggered by carbachol at its EC20 | B-score at 10 µM | actives 0.45% (n = 310,000);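 active means B-score, a plate-corrected calcium signal, over three deviations above library mean, with baseline fluorescence within five deviations of library mean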;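 further: RGS4 expression induced by doxycycline in cells with stable M3 receptor; B-score is computed from the integrated fluorescence ratio over baseline after carbachol; higher B-score means a larger calcium signal and so more RGS4 inhibition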
HDAC3 inhib – inhibitors of human histone deacetylase 3 | O15379 | recombinant HDAC3, fluorogenic peptide/trypsin coupled, fluorescence | inhibition, % at 8.3 µM | actives 0.15% (n = 320,000); in the data active means inhibition above about 26%, passing the limit was not always enough
TRPC6 inh – blocks the mouse TRPC6 cation channel | actives 1.1% (n = 310,000) | B-score at 10 µM | HEK293-TRPC6, membrane potential dye, ACh-evoked depolarization; active compounds read low;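 active means B-score under library mean minus 3 SD, initial fluorescence not abnormally high, positive integrated signal ratio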;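 further: B-score derived from integrated fluorescence ratio over the kinetic read; more negative B-score means stronger inhibition of depolarization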
TMEM16A inh – blocks the mouse calcium-activated chloride channel TMEM16A; Q8BHY3; normalized B-score (activity score, 25-100; higher = stronger inhibition) at 10 µM; AID 588511; actives 1.2% (n = 310,000); HEK293 TMEM16A/YFP iodide influx fluorescence, ionomycin;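 active means ratio plate-corrected score three or more library SD toward inhibition, starting fluorescence score within five deviations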;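 further: score derived from kinetic fluorescence span divided by baseline fluorescence per well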
Target sequence (Q8BHY3 whole entry, looked up): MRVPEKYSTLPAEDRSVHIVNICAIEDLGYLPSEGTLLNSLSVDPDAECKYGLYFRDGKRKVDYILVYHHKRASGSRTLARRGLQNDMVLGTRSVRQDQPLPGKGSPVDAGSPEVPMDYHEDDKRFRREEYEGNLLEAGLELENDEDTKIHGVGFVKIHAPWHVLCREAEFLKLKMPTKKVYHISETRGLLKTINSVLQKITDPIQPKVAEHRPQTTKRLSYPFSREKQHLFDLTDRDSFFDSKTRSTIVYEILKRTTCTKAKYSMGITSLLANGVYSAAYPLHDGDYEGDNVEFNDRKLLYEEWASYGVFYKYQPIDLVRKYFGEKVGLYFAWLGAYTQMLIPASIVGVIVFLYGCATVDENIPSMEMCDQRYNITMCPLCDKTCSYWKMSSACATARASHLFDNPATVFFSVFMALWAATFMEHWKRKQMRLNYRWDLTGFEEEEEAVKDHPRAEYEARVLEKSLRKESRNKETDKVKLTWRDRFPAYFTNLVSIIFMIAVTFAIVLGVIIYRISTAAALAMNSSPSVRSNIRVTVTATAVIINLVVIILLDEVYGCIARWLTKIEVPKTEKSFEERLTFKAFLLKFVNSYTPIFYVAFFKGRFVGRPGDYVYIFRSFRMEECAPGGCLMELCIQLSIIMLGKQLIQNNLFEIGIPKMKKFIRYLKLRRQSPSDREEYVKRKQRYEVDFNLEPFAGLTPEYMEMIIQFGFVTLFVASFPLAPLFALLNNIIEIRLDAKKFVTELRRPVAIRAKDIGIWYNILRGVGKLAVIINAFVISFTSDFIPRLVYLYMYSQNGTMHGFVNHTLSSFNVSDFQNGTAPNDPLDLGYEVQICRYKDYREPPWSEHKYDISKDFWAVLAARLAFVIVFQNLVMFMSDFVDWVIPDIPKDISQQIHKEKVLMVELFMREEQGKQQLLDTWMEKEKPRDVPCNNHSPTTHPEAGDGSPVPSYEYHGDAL
MrgX1 antag – blocks BAM8-22 activation of human MrgX1 receptor | Q96LB2 | MRGX1-HEK293 calcium flux, Fluo-4, BAM8-22 antagonism; active compounds read low | B-score at 10 µM | actives 1.3% (n = 310,000);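 active means calcium-response B-score plate-corrected more than 3 library SD below zero, starting fluorescence within 5 deviations, no agonist response on first addition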;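 further: peak minus trough fluorescence over baseline after final BAM8-22 challenge near maximal dose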
SKKanGAS inh – SKKanGAS growth inhibition. actives 1.3% (n = 300,000). AID 1662. inhibition, % at 7.5 µM. S. pyogenes SKKanGAS, kanamycin growth, BacTiter-Glo, 6 h;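 active means mean replicate score, as percent of positive control median, at least 50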;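 further: strain carries kanamycin resistance gene driven by streptokinase promoter and grows in 40 µg/ml kanamycin; loss of luminescence reflects streptokinase promoter inhibition or plain growth inhibition; 0% = median of DMSO wells and 100% = positive control at its reference dose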
MrgX1 agonist – agonists of human MrgX1 receptor; Q96LB2; MrgX1-HEK293 cells, Fluo-4 calcium fluorescence, agonist mode; active compounds read high; B-score at 10 µM; actives 0.44% (n = 310,000); AID 588627;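 active means calcium response B-score plate-corrected fluorescence ratio at least 3 library SD, with starting fluorescence B-score inside 5 SD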
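Material – MrgX1-expressing HEK293 cells · Input – 15,000 cells seeded per well · Dosing – compound as first of three additions · Times – overnight seeding, then 1 h dark dye loading · Measured by – kinetic Fluo-4 NW fluorescence of intracellular calcium · Read-out – B-scored fluorescence response ratio · Benchmarks – positive and negative control wells on each plate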
TRPC6 activator – activators of mouse TRPC6 channel | actives 0.13% (n = 310,000) | HEK293-TRPC6 membrane potential dye fluorescence; active compounds read high | B-score at 10 µM | Q61143;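 active means B-score of the integrated fluorescence ratio above library mean plus 3 SD, and starting fluorescence ratio within library mean plus 5 SD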;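 further: higher score means more depolarization so channel activation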
MrgX1 PAM – allosterically activates human MrgX1 receptor signaling. MrgX1-HEK293, Fluo-4 calcium flux, FDSS; active compounds read high. actives 0.63% (n = 310,000). Q96LB2. B-score at 10 µM;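 active means plate-corrected calcium response at least 3 library SD above typical, normal starting fluorescence, not activating the receptor alone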;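 further: compound read alongside a low EC10 to EC30 dose of BAM8-22 agonist; peak minus trough fluorescence over baseline measured at the second addition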
ANO1 activ – activates or potentiates the mouse TMEM16A chloride channel. actives 0.3% (n = 340,000). B-score at 10 µM. AID 623877. Q8BHY3. HEK293 TMEM16A/YFP-H148Q/I152L, iodide quench fluorescence; active compounds read low;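 active means fluorescence-ratio B-score plate-corrected deviation score at least 3 library SD below zero, with starting fluorescence score within 5 deviations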;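 further: channel opened by trigger with iodide after compound preincubation; score built on the fluorescence ratio of max minus min over baseline; more negative score means more quench and so TMEM16A activation or potentiation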
* hit, by the source's call; i = inactive; nt = not tested or not shown.

Second line of a record – RGS4 inh	RGS4 act	TRPC6 inh	TMEM16A inh	HDAC3 inhib	MrgX1 antag	MrgX1 agonist	MrgX1 PAM	TRPC6 activator	ANO1 activ	SKKanGAS inh
> CCOc1ccc(C2/C(=C(\O)c3ccc4c(c3)OCCO4)C(=O)C(=O)N2CCCN2CCOCC2)cc1OC (stereo unspecified)
  i	i	i	i	9	i	i	i	i	i	1
> COc1ccc(Cl)cc1NC(=O)CCc1nc(-c2ccccc2F)no1
  i	i	i	i	4	i	i	i	i	i	0
> CN(C)CCNC(=O)CCn1nc(-c2ccc(Cl)cc2)ccc1=O
  i	i	i	i	3	i	i	i	i	i	3
> CCN(CC)S(=O)(=O)c1ccc2c(c1)c(=O)c(C(=O)NCCCN(C)c1ccccc1)cn2C
  i	i	i	i	-3	i	i	i	i	i	-6
> CCOCC(=O)Nc1sc2c(c1C(=O)OCC)CCCC2
  i	i	i	i	0	i	i	i	i	i	-8
> COCCN1CCn2c(nc3cc(NC(=O)c4ccc(OC)cc4)ccc32)C1
  i	i	i	i	-5	i	i	i	i	i	-5
> CCN(CC)S(=O)(=O)c1cccc(C(=O)N/N=C/c2ccccn2)c1
  i	i	i	i	4	i	i	i	i	i	1
> Cc1cc(C(=O)Nc2c(C)n(C)n(-c3ccccc3)c2=O)cs1
  i	i	i	i	-2	i	i	i	i	i	1
> Cc1sc2ncnc(Sc3ccccc3C(=O)Nc3ccc(Br)cc3)c2c1C
  i	i	i	i	11	i	i	i	i	i	11
> CSc1ccc(/C=C/C(=O)OCC(=O)N(C)CCC#N)cc1
  i	i	i	i	-20	i	i	i	i	i	-9
> COc1cc(-c2cc(C(=O)Nc3cccc(C(C)=O)c3)c3ccccc3n2)cc(OC)c1OC
  i	i	i	i	-1	i	i	i	i	i	21
> Cc1csc(SCc2c(C(=O)O)oc3ccccc23)n1
  i	i	i	i	3	i	i	i	i	i	-1
> CC1CCCCN1C(=O)CSc1nnc(-c2ccc(Cl)s2)o1 (stereo unspecified)
  i	i	i	i	-7	i	i	i	i	i	-9
> Cc1nc2cc(C(=O)NCCN3CCOCC3)ccc2n1-c1ccc(F)cc1F
  nt	nt	nt	i	nt	i	i	i	nt	i	-3
> c1ccc(CCn2nnnc2CN2CCN(C3CCCC3)CC2)cc1
  i	i	i	i	-3	i	i	i	i	i	3
> O=C(NCCc1cccs1)C12CN(Cc3ccccc3)CC1C(c1cccc([N+](=O)[O-])c1)=NO2 (stereo unspecified)
  i	i	i	i	1	i	i	i	i	i	5
> O=C1NC(=O)[C@@H]2C3c4ccccc4C=CN3[C@H](C(=O)c3cccs3)[C@H]12 (stereo partly specified)
  i	i	i	i	0	i	i	i	i	nt	3
> CC(C)C[C@H](NC(=O)C1CC(=O)N(c2ccc3c(c2)OCCO3)C1)C(=O)N1CCCCC1 (stereo partly specified)
  i	i	i	i	1	i	i	i	i	i	0
> CC(C)C[C@H](NC(=O)N1CCn2c1nc1ccccc12)C(=O)NC1CC1
  i	i	i	i	1	i	i	i	i	i	-3
> CN(C)/C=C(\C#N)S(=O)(=O)c1ccccc1
  i	i	i	i	0	i	i	i	i	i	10
> COc1ccccc1CNC(=O)c1ccccc1N(C)S(C)(=O)=O
  i	i	i	i	0	i	i	i	i	i	7
> CCOC(=O)Cn1nc(C)n(-c2ccc(C(C)(C)C)cc2)c1=O
  i	i	i	i	-1	i	i	i	i	i	0
> O=C(N/N=C/c1cccc([N+](=O)[O-])c1O)c1cccs1
  i	i	i	i	-7	i	i	i	i	i	-8
> Cc1cc(C(C)(C)C)cc(C)c1COC(=O)C1CCC(=O)N1 (stereo unspecified)
  i	i	i	i	-2	i	i	i	i	i	0
> COc1cc(C(c2sc3nc(C)nn3c2O)N2CCC3(CC2)OCCO3)cc(OC)c1OC (stereo unspecified)
  nt	nt	nt	i	3	i	i	i	nt	i	nt
> COc1ccc(CC(=O)N/N=C/C=C/c2ccc3c(c2)OCO3)cc1OC
  i	i	i	i	16	i	i	i	i	i	-6
> CCOC(=O)c1ccc(Nc2ncnc3ccccc23)cc1
  i	i	i	i	-11	i	i	i	i	i	3
> C=C(C)C1CC=C(C)/C(=N/NC(=O)COc2cccc3ccccc23)C1 (stereo unspecified)
  i	i	i	i	-1	i	i	i	i	i	7
> O=C(NC(=S)NCCN1CCOCC1)c1ccc(Cl)cc1Cl
  i	i	i	i	3	i	i	i	i	i	-4
> CS(=O)(=O)c1ccc(Cl)c(NC(=O)COC(=O)Cc2c[nH]c3ccccc23)c1
  i	i	i	i	7	i	i	i	i	i	-26
> COc1cccc(-c2noc(C3CCCN(C(=O)c4cccc(F)c4)C3)n2)c1 (stereo unspecified)
  i	i	i	i	1	i	i	i	i	i	-3
> Cc1ccc(C(=O)N/C(=C\c2ccc(-c3ccc(Br)cc3)o2)C(=O)NCCCN(C)C)cc1
  i	i	i	i	2	i	i	i	i	-8.2*	-8
> O=C(NC(=S)Nc1ccc(S(=O)(=O)N2CCCC2)cc1)c1cccs1
  i	i	i	i	-3	i	i	i	i	i	-11
> CCC(=O)OCC(=O)Nc1ccc(OC)cc1[N+](=O)[O-]
  i	i	i	i	1	i	i	i	i	i	11
> CCC(C)(C)NC(=O)c1cc([N+](=O)[O-])ccc1N1CCCCC1
  i	i	i	i	9	i	i	i	i	i	-2
> O=C(CCN1C(=O)/C(=C/c2ccc3c(c2)OCO3)SC1=S)NNC(=O)c1cccnc1
  i	i	i	i	6	i	i	i	i	i	-13
> Cc1ccc(Cn2nc(C)c(NC(=O)c3cc(-c4ccc5c(c4)OCO5)on3)c2C)cc1
  i	i	i	i	-7	i	i	i	i	nt	13
> COc1ccc(C2NCCc3sccc32)cc1 (stereo unspecified)
  i	i	i	i	12	i	i	i	i	i	-8
> O=C1CCN(S(=O)(=O)c2ccccc2)CCN1CCOCc1ccc(F)cc1
  i	i	i	i	0	i	i	i	i	i	0
> CC(Sc1nncs1)C(=O)Nc1ccc2c(c1)OCCO2 (stereo unspecified)
  i	i	i	i	0	i	i	i	i	i	-7
> CN(C)CCNC(=O)c1ccc2c(c1)NC(=O)c1ccccc1S2
  i	i	i	i	-1	i	i	i	i	i	2
> CC(C)c1nc(SCC(=O)N2c3ccccc3CC2C)c2ccccc2n1 (stereo unspecified)
  i	i	i	i	5	i	i	i	i	i	-3
> COc1cccc(Cn2nnc(C(=O)Nc3cc(Cl)ccc3OC)c2N)c1
  i	i	i	i	5	i	i	i	i	i	-13
> CN(C1CCCCC1)S(=O)(=O)c1ccc(S(=O)(=O)N2CCCC2)cc1
  i	i	i	i	8	i	i	i	i	i	1
> Cc1cc(C)cc(N(CCC#N)C(=O)COC(=O)c2ccc(OCc3c(C)noc3C)cc2)c1
  i	i	i	i	3	i	i	i	i	i	1
> CCCCN1C(=O)C(O)=C(C(C)=O)C1c1ccccc1[N+](=O)[O-] (stereo unspecified)
  i	i	i	i	4	i	i	i	i	i	-7
> CCOc1ccc(-c2noc(CCC(=O)NC3CCCC3)n2)cc1OC
  i	i	i	i	1	i	i	i	i	i	0
> COc1ccccc1N1CCN(C2CCCN(C(=O)CN3CCCCC3=O)C2)CC1 (stereo unspecified)
  i	i	i	i	-4	i	i	i	i	i	14
> COc1ccccc1N1C(=O)C2C3CC(c4ccccc4)C(C3)C2C1=O (stereo unspecified)
  i	i	i	i	10	i	i	i	i	i	7
> Cc1ccccc1OCC(=O)NNC(=O)c1cc(S(=O)(=O)N(C)C)ccc1N1CCCC1
  i	i	i	i	10	-7.7*	i	i	i	i	7
> CN(CC(=O)Nc1cccnc1Cl)S(=O)(=O)c1ccc(Cl)cc1
  i	i	i	i	2	i	i	i	i	i	0
> CC1CC(=O)N(CC(=O)Nc2ccc(Br)cc2)c2ccccc2S1(=O)=O (stereo unspecified)
  i	i	i	i	0	i	i	i	i	i	2
> CCOc1ccc(NC(=O)Cn2c(=O)oc3ccccc32)cc1
  i	i	i	i	10	i	i	i	i	i	-11
> COc1cc(OC)cc(/C(N)=N/O)c1
  i	i	i	i	0	i	i	i	i	i	6
> COc1cccc(C(C)NC(=O)c2ccncc2)c1 (stereo unspecified)
  i	i	i	i	-2	i	i	i	i	i	-1
> Cc1ccc(NC(=O)C2CC(=O)N(C(C)C)C2)cc1Cl (stereo unspecified)
  i	i	i	i	3	i	i	i	i	i	-1
> COc1ccccc1-c1nc(C#N)c(N2CCC(Cc3ccccc3)CC2)o1
  i	i	i	100*	-13	i	i	i	i	i	17
> Nc1nc(NC(=O)CCCC(=O)O)nn1-c1ccccc1
  i	i	i	i	4	i	i	i	i	i	-9
> CCN(CC)c1ccc(NC(=O)c2ccccc2)cc1S(=O)(=O)Nc1ccccc1OC
  i	i	i	i	13	i	i	i	i	i	15
> CCOCCCN(C(=O)c1snc(C(N)=O)c1N)C(C(=O)NC1CCCC1)c1ccc(O)cc1 (stereo unspecified)
  i	i	i	i	0	i	i	i	i	i	2

Additional records.
Second line of a record – RGS4 inh	RGS4 act	TRPC6 inh	TMEM16A inh	HDAC3 inhib	MrgX1 antag	MrgX1 agonist	MrgX1 PAM	TRPC6 activator	ANO1 activ	SKKanGAS inh
> CCOC(=O)Cc1cc(OC)c(OC)cc1Cc1cc(OC)c(OC)cc1CC(=O)OCC
  i	i	i	i	-3	i	i	i	i	i	11
> O=C(COc1ccc(Cl)cc1)N1CCN(c2ncccn2)CC1
  i	i	i	i	-6	i	i	i	i	i	2
> Fc1ccc(-n2nnc(-c3nccs3)n2)cc1
  i	i	i	i	0	i	i	i	i	i	5
> CN(C)c1c(F)cc(C(=O)NC(=O)NCc2cccnc2)cc1F
  i	i	i	i	-6	i	i	i	i	i	-4
> COc1ccccc1NC(=O)CSc1nnc(C2CCCCC2)n1N
  i	i	i	i	-7	i	i	i	i	i	5
> COC(=O)c1ccc(NC(=O)C(OC)c2ccccc2)cc1 (stereo unspecified)
  i	i	i	i	-3	i	i	i	i	i	-7
> COc1ccc(NC(=O)/C(C#N)=C\c2cc(C)n(-c3ccc(Oc4ccc([N+](=O)[O-])cn4)cc3)c2C)cc1
  i	i	i	i	3	i	i	i	i	i	13
> CCCNCCC(c1ccco1)c1ccccc1OC (stereo unspecified)
  i	i	i	i	-6	i	i	i	i	i	2
